Wnt bcat act: Wnt/beta-catenin pathway activation. Wnt/beta-catenin reporter cell assay, activator, plate reader. AID 743398. activation, % at 9.35 µM. actives 1.2% (n = 300,000); in the data active means activation above about 30%, passing the limit was not always enough;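 further: 0% = neutral control wells and 100% = positive control wells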
The depositor's hits bear a star.

SMILES	Wnt bcat act
COCCCN1C(=O)C(CC(=O)NC(c2ccccc2)c2ccccc2)CC(C(=O)N(C(C)C)C(C)C)=C1C (centres undefined)	-2
CC(=O)C1CCC2C3C=CC4=CC(=O)CCC4(C)C3CCC12C (centres undefined)	6
COc1ccc(C(O)c2nc(-c3cc(F)cc(Cl)c3)cs2)cc1 (centres undefined)	0
O=C(Nc1ccc(F)c(Cl)c1)c1csc([C@H]2C[C@H](O)[C@@H](CO)O2)n1	40*
C[C@@H]1CN([C@@H](C)CO)C(=O)CCCn2cc(nn2)CO[C@H]1CN(C)C(=O)Nc1ccccc1F	-2
O=C(NCc1cccnc1)c1cc(C2CCCN(C(=O)c3ccc4c(c3)CCO4)C2)on1 (centres undefined)	-2
N#Cc1c(/N=C/c2cccnc2)sc2c1CCCC2	0
COc1cccc(C(O)c2nc(-c3cccc(C(=O)O)c3)cs2)c1 (centres undefined)	21
CN1CCN(c2ccc(-c3cc(NC=O)c4ncc(-c5ccc(F)c(Cl)c5)n4c3)cc2)CC1	-1
CCCCCC(=O)N1C[C@H](O)[C@@H](n2cc(-c3ccc(F)cc3)nn2)C[C@@H]1c1ccc(Cl)cc1	-1
CCCS(=O)(=O)NC(=O)C1(C)CCN(C(=O)c2cccnc2Oc2ccccc2)C1 (centres undefined)	-2
COC(=O)[C@]12C[C@H](CC(=O)NCc3ccccc3)C(=O)N(CCC3=CCCCC3)C1=C[C@H](C(C)(C)C)O[C@@H]2C	-7
O=C1[C@H]2[C@@H](c3ccc(C(F)(F)F)cc3)N[C@]3(CCCN(Cc4ccco4)C3=O)[C@H]2C(=O)N1Cc1ccccc1	-2
CCc1nc2ccc(C(=O)Nc3cc(-c4ccccc4)ccc3OC)cn2c1N(C)Cc1nccs1	-3
COC(=O)Cc1csc(NC(=O)CSc2nncn2C)n1	-5
O=C/C=C/c1coc2ccc3ccccc3c2c1=O	1
CC(C)C1C(=O)N(Cc2cn(CCC3OCCO3)nn2)CCS(=O)(=O)N1Cc1ccc(-c2ccccc2Cl)cc1 (centres undefined)	-3
O=S(=O)(NC1CCc2ccccc21)c1ccccc1 (centres undefined)	-6
CC(C)NC(=O)C1(C)CCN1C(=O)c1ccccc1F (centres undefined)	-1
O=C1O[C@@H](c2ccccc2)C[C@@H](O)C(=O)CCCCc2ccccc21	1
CCc1nc2c(OCc3ccc(F)cc3)cccn2c1N(C)C(=O)C(C)C	2
CCc1nc2ccc(C(=O)NCCNC(C)=O)cn2c1N(C)CCCc1ccccc1	-4
COc1ccc([C@H]2C[C@@H](n3cc(-c4ccc(F)cc4)nn3)[C@H](O)CN2CC2CCCCC2)cc1	-2
C=CCCC(=O)N1C[C@H]2CON(C)[C@H]2C[C@H]1c1ccc(-n2ccnc2)cc1	-2
N#Cc1cccnc1N1CCN(C(C(=O)NC2CCCC2)c2ccc(F)cc2)CC1 (centres undefined)	-1

(further entries)
SMILES	Wnt bcat act
C[C@H](CO)N1C[C@H](C)[C@@H](CN(C)Cc2ccccn2)Oc2ncc(-c3ccccc3)cc2C1=O	-5
C[C@@H]1CN([C@@H](C)CO)C(=O)c2cc(C#CC3CCCCC3)cnc2O[C@@H]1CN(C)S(=O)(=O)c1ccc(F)cc1	-5
NC(c1csc(Nc2ncccn2)n1)C1CCCCC1 (centres undefined)	-2
COc1ccc(C(=O)NCC(=O)NCc2ccc3c(c2)OCO3)cc1[N+](=O)[O-]	-2
CO[C@@H]1CN(C)C(=O)c2cc(NC(=O)Nc3ccc4c(c3)OCO4)ccc2OC[C@@H](C)N(C)C[C@H]1C	1
COc1ccc(-c2cnc(C(O)c3ccccc3)[nH]2)cc1 (centres undefined)	0
Cc1cccc(C)c1NC(=O)C(c1ccc(C(F)(F)F)cc1)n1c(=O)c(-c2cc3ccccc3[nH]2)nc2ccccc21 (centres undefined)	-22
COC(=O)[C@@]12C[C@@H](CC(=O)NCCCN3CCCC3=O)C(=O)N(Cc3ccc4c(c3)OCO4)C1=CCC(C)(C)C2	-3
CCNC(=O)C1CCCN(C(=O)c2ccc(C)c(F)c2)CC1 (centres undefined)	-1
Cc1ccc([C@H]2C(C(=O)O)=CCN2S(=O)(=O)c2ccc(C)cc2)cc1	11
COc1ncnc2c1ncn2CCCN1CCN(c2ccccn2)CC1	-1
CN(C)S(=O)(=O)n1cc(/C=C(\NC(=O)c2ccccc2F)C(=O)NCCN2CCOCC2)c2ccccc21	-1
CC1(C(=O)Nc2ccc3c(c2)OCCO3)CN(S(C)(=O)=O)CC(=O)N1CCCn1ccnc1 (centres undefined)	-2
CC(=O)Nc1cc(-c2cccc(C(=O)NCCN(C)C)c2)cn2c(-c3cccc(C(F)(F)F)c3)cnc12	-24
O=C(C(=O)N1CCN(C/C=C/c2ccccc2)CC1)c1ccccc1	-2
CC(C)(C)OC(=O)N1CCCN(C(=O)Nc2ccc(C(F)(F)F)cc2)CC1	2
Cc1ccc(Cc2c(C(C)(C)C)nc3ccc(Br)cn23)cc1	-2
CC1CCCN1CC#CC(O)(c1ccccc1)c1ccccc1 (centres undefined)	6
Cc1ccc(/C(O)=C/c2nc3ccccc3oc2=O)cc1	3
COc1ccccc1-c1cccc(-c2nc(C(=O)Nc3nccs3)cc3c2[C@@H](CCO)N(C(=O)CC2CC2)C3)c1	-1
COc1cc(OC)nc(Nc2nc(C(N)c3ccccc3Cl)cs2)n1 (centres undefined)	-1
Cc1cc(OCC(=O)OCC(=O)NC2CCS(=O)(=O)C2)ccc1Cl (centres undefined)	0
CCOC(=O)CC1COCCN1C(=O)c1cc(COc2ccccc2SC)on1 (centres undefined)	15
CCC(CO)Nc1ccn2nc(-c3ccccc3)cc2n1 (centres undefined)	-2
CCCCn1nnnc1C(CC)N1CCN(C/C=C/c2ccccc2)CC1 (centres undefined)	0

Reprinted at random: 3 records from the list
SMILES	Wnt bcat act
Cc1cc(OCC(=O)OCC(=O)NC2CCS(=O)(=O)C2)ccc1Cl (centres undefined)	0
C[C@H](CO)N1C[C@H](C)[C@@H](CN(C)Cc2ccccn2)Oc2ncc(-c3ccccc3)cc2C1=O	-5
COc1ncnc2c1ncn2CCCN1CCN(c2ccccn2)CC1	-1

(further entries)
SMILES	Wnt bcat act
Cc1ccccc1CN1C(=O)c2ccccc2C1c1nnnn1Cc1ccccc1 (centres undefined)	1
CCNC(=O)C1CCCN(C(=O)c2cccs2)CC1 (centres undefined)	-1
COc1cccc(-c2cnc3c(NC=O)cc(-c4ccc(S(C)(=O)=O)cc4)cn23)c1	4
Cc1nc2ccc(C(=O)NCCc3c[nH]c4ccccc34)cn2c1N(C)C(=O)CCc1ccccc1	-2
CCC(=O)N(C)C[C@H]1Oc2cc(-c3ccccc3F)ccc2S(=O)(=O)N([C@H](C)CO)C[C@H]1C	-1
Cc1ccc(C)c(/C=N/Nc2nc3ccccc3c(=O)n2O)c1	8
CCCNC(=O)C1(C)CCN(Cc2cccc(OC(=O)c3ccccc3)c2)C1 (centres undefined)	-2
CCCCCCn1c(=O)[nH]c2nc3cc(N)ccc3nc2c1=O	2
CCOC1=C2[C@H](c3ccc(CC)cc3)N(S(=O)(=O)c3ccc(C)cc3)C[C@H]2C(C#N)(C#N)C(C#N)(C#N)C1	0
Cc1ccc(S(=O)(=O)N(C)C[C@@H]2OCc3cnnn3CCCC(=O)N([C@@H](C)CO)C[C@H]2C)cc1	-3
Cc1cccc(S(=O)(=O)NC(=O)C2(C)CCN2C(=O)Cc2ccc(Cl)cc2Cl)c1 (centres undefined)	-3
N#Cc1cc(NC(=O)c2ccc(Cl)cc2)ccc1Sc1ccccc1	-3
CCOc1ccc(S(=O)(=O)Nc2cccc(C(=O)N3CCN(c4ccccn4)CC3)c2)cc1	-2
C[C@@H]1C=CCCO[C@]12C(=O)N(CC1CC1)c1cccc(Br)c12	-4
CSc1ccc(Cn2c(C)c(C(=O)NCCC#N)sc2=O)cc1	-4
COC(=O)/C=C1\Nc2ccc(Cl)cc2C(=O)NC1=O	-2
CCCCN(C)C(=O)c1[nH]c(C(F)(F)F)nc1-c1ccccc1	0
O=C1NC[C@H](CCCCN2CCN(CCC3CCCCC3)C(=O)C2=O)N(CCc2ccccc2)C1=O	-2
COC(=O)[C@]12C[C@H](CC(=O)NCCc3ccccc3OC)C(=O)N(Cc3ccccc3)C1=C[C@H](C(C)(C)C)O[C@@H]2C	-5
CC(C)(C)NC(=O)C(CCc1ccccc1)n1c(=O)c(-c2ccccc2)nc2ccccc21 (centres undefined)	-4
Cc1ccccc1S(=O)(=O)NC(=O)C1(C)CCN1C(=O)Cc1cccs1 (centres undefined)	-3
COc1cc2ccc(-c3ccc4ccccc4n3)cc2cc1OC	50*
COC(=O)[C@]12C[C@H](CC(=O)NCc3cccc(C(F)(F)F)c3)C(=O)N(CCc3ccc(OC)c(OC)c3)C1=C[C@H](C(C)(C)C)O[C@@H]2C	-16
CC(C)N1CC2(CC(c3ccccc3F)=NO2)CN1C(=O)c1ccc(C(C)(C)C)cc1 (centres undefined)	-1
CN(Cc1ccc(F)cc1)C(=O)CN1CCN(S(=O)(=O)c2ccc3c(c2)OCCCO3)CC1	-3

Remaining list, next part
SMILES	Wnt bcat act
Clc1ccc2c(-c3ccccc3)nc(-c3cccs3)nc2c1	-3
NC(Cc1ccc(O)cc1)C(=O)NN=Cc1ccccc1Cl (centres undefined)	4
CN1CCn2cnc(C(=O)N3CCN(c4ccccc4)CC3)c2C1=O	-2
Cc1cc2c(c(=O)o1)C(CCC1CCCCC1)C(C#N)=C(N)O2 (centres undefined)	3
C[C@@H]1CN([C@H](C)CO)C(=O)CCCn2cc(nn2)CO[C@H]1CN(C)C(=O)Nc1cccc(F)c1	0
CC(=O)Nc1cccc(-c2ccnc3c2CC(C(=O)NCc2cccs2)O3)c1 (centres undefined)	-9
Cc1ccn2c(CC(C)(C)C)c(-c3ccc(F)cc3)nc2c1	55*
COC(=O)c1ccc2nc(-c3ccc(Cl)cc3)c(Cc3ccccc3OC)n2c1	6
COc1ccc(C2CC(=O)C(c3cccc(C)c3)=CN2Cc2ccccc2)cc1 (centres undefined)	-3
COc1ccc(/C=C/C(=O)OCC(=O)N2c3ccccc3CC2C)cc1OC (centres undefined)	-2
COC(=O)c1ccc(SCc2ccccc2)nc1	52*
CCN1C(=O)[C@H]2[C@@H](c3ccc(C)cc3)N[C@]3(CCCN(Cc4ccc(OC)cc4)C3=O)[C@H]2C1=O	2
CCC(=O)N1Cc2cc(C(=O)NCCOC)nc(-c3cccc(-c4ccc(C#N)cc4)c3)c2[C@H]1CCO	-2
COc1cc(C2Oc3ccccc3C=C2[N+](=O)[O-])cc(OC)c1OC (centres undefined)	15
O=C(Nc1cc(F)ccc1F)c1ccc2c(=O)n3c(nc2c1)CCC3	4
COc1ccc(-c2ccc(C(=O)NCCN3CCOCC3)c3occc23)c(C)c1	0
CN(C)[C@H]1CCN([C@@H]2CS(=O)(=O)N[C@H]2COCc2ccccc2)C1	-1
CSc1ccc(CN2CCC(N3CCC(C(=O)NC4CC4)CC3)CC2)cc1	-1
O=C(NCc1ccccc1)c1cc(C2CCCN(C(=O)CCc3ccccc3)C2)on1 (centres undefined)	0
COc1ccc(NC(=O)N(C)C[C@H]2OCc3cnnn3CCCC(=O)N([C@@H](C)CO)C[C@H]2C)c(OC)c1	-2
O=C(Nc1cccc2cccnc12)c1ccc2sc([C@@H]3O[C@H](CO)[C@H](O)[C@H](O)[C@H]3O)nc2c1	-2
CCC(=O)N[C@H]1CC[C@@H](CCn2cc(C3CC3)nn2)O[C@@H]1CO	-1
O=C1NC[C@H](CCCCN2C[C@H](Cc3ccc(O)cc3)N(Cc3ccccc3)C(=O)C2=O)N(CC2CCCCC2)C1=O	-4
CCCCCCCCOC(=O)c1c(CSC(=N)N)n(C)c2cc(Br)c(OC(C)=O)cc12	-2
CC(C)NC(=O)C1(C)Cc2c(-c3ccc(C(N)=O)cc3)ccnc2O1 (centres undefined)	0

4 compounds from above, ordered by their value in Wnt bcat act, smallest number first:
SMILES	Wnt bcat act
COc1ccc(NC(=O)N(C)C[C@H]2OCc3cnnn3CCCC(=O)N([C@@H](C)CO)C[C@H]2C)c(OC)c1	-2
CCC(=O)N[C@H]1CC[C@@H](CCn2cc(C3CC3)nn2)O[C@@H]1CO	-1
COc1ccc(-c2ccc(C(=O)NCCN3CCOCC3)c3occc23)c(C)c1	0
COc1cc(C2Oc3ccccc3C=C2[N+](=O)[O-])cc(OC)c1OC (centres undefined)	15

Remaining list, next part.
SMILES	Wnt bcat act
CCCCCNC(=O)C(C1CC1)n1c(=O)c(-c2ccccc2)nc2ccccc21 (centres undefined)	-1
O=C(OCC(=O)c1c[nH]c2ccccc12)c1ccc(F)c(S(=O)(=O)N2CCOCC2)c1	-2
CC(C)[C@H]1COCCS(=O)(=O)N1Cc1ccccc1-c1cccc2c1sc1ccccc12	-2
CCOC(=O)C1CSCCS(=O)(=O)N1Cc1ccc(C)cc1 (centres undefined)	-1
CNc1cc(-c2cccc(C(=O)N3CCOCC3)c2)ncn1	-1
O=C(CN1CCN(C(=O)c2ccco2)CC1)Nc1cc(S(=O)(=O)N2CCCC2)ccc1Cl	14
COc1ccc(NC(=O)N(C)C[C@H]2Oc3cc(Br)ccc3S(=O)(=O)N([C@H](C)CO)C[C@@H]2C)cc1	-1
CC1CCCC(NC(=O)CCN2C(=O)COc3ccccc32)C1C (centres undefined)	-3
COc1ccc2oc3c(ccc[n+]3C)c(=O)c2c1	-3
Cc1ccc(Cn2ncc3c(N4CCN(CCc5ccccc5)CC4)ncnc32)cc1	6
Brc1ccc(COCCc2cn(Cc3ccccc3)c3ccccc23)cc1	11
CC(C)C[C@@H]1O[C@H](CCc2ccccc2)CC2=C1C(=O)OC(C)(C)O2	-2

Quoted from the listing, 4 compounds:
SMILES	Wnt bcat act
CCCCCNC(=O)C(C1CC1)n1c(=O)c(-c2ccccc2)nc2ccccc21 (centres undefined)	-1
O=C(OCC(=O)c1c[nH]c2ccccc12)c1ccc(F)c(S(=O)(=O)N2CCOCC2)c1	-2
CC(C)[C@H]1COCCS(=O)(=O)N1Cc1ccccc1-c1cccc2c1sc1ccccc12	-2
CCOC(=O)C1CSCCS(=O)(=O)N1Cc1ccc(C)cc1 (centres undefined)	-1

Some of the compounds tested; the hit share may differ from the screen's.
